Bioassay records as filed in PubChem.
Platelet DG rel: platelet dense granule release activity; inhibition, %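 (compounds screened at 7.5 µM in platelet-rich plasma)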; hit rate 0.22% among 300,000; AID 1663; human platelet-rich plasma, SFLLRN dense granule ATP release, luminescence;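 active = mean replicate score, as percent of positive control, at or above 50; inconclusive = mean below 50 but at least one replicate at or above 50; inactive = mean and every replicate below 50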
aSyn 5UTR inh: MLPCN primary screen, SNCA 5' untranslated region. hit rate 0.82% among 300,000. inhibition, % (tested at 7.5 µM). alpha-synuclein 5'UTR reporter, inhibitor activity; in the data active = inhibition above about 60%; inconclusive = no clear call, values can overlap the other calls;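 note: H4 neuroglioblastoma cells stably carrying SNCA 5'UTR luciferase fusion; 0% = DMSO wells and 100% = positive control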
GSK3A inh: inhibitors of human GSK-3 alpha kinase | inhibition, % at 10 µM | hit rate 0.1% among 320,000 | ADP-Glo luminescence, 60 min;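 in the data active = inhibition above about 50%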;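 note: GST-tagged GSK-3 alpha with peptide substrate and 25 µM ATP; 0% = DMSO neutral wells and 100% = GW8510 positive control wells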
Target sequence (P49840 whole entry, looked up): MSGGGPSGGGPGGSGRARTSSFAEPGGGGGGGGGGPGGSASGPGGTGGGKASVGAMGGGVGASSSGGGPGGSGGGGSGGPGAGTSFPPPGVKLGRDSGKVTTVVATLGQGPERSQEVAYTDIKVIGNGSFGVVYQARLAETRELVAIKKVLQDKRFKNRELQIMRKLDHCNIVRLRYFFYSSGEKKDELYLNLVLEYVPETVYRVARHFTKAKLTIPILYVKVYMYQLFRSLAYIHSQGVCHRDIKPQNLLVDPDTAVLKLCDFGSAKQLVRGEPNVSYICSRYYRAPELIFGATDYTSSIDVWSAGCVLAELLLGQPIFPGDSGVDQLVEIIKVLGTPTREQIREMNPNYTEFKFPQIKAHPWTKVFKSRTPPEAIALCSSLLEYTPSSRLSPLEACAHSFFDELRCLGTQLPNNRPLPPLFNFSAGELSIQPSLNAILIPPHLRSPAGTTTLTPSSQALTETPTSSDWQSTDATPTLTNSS
Dyrk1A ADPGlo: inhibitors of rat Dyrk1A kinase; Q63470; ADP-Glo luminescence, NFATc1 peptide; inhibition, % at 12.5 µM; hit rate 0.43% among 310,000; in the data active = inhibition above about 50%;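 note: plate controls were vehicle with enzyme for no effect and no enzyme for full effect; many of its hits are not listed in these tables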
GSK3beta inhib: human GSK3beta kinase inhibition; P49841; GST-GSK3beta kinase, ADP-Glo luminescence, 60 min; active compounds read low; activity score (negative = inhibition), % at 10 µM; hit rate 0.038% among 300,000; AID 2097;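 active = more than half of replicate wells score below -50%, meaning over 50% inhibition versus plate controls; inconclusive = some replicates but at most half score below -50%; inactive = no replicate scores below -50%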;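 note: 0% = median DMSO wells and -100% = median GW8510 positive control wells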
Target sequence (P49841 whole entry, looked up): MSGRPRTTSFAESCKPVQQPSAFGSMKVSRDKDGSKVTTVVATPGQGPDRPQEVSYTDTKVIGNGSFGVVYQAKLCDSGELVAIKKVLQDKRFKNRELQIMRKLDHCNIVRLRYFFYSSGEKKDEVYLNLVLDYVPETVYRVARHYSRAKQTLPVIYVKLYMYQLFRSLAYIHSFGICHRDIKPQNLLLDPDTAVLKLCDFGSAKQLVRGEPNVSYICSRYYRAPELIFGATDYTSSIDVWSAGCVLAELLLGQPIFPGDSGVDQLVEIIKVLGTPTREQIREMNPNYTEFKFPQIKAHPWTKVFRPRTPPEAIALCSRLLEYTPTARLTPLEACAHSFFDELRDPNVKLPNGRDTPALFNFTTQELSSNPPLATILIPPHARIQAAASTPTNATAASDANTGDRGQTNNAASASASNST
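test system = GST-tagged human GSK3beta kinase, cell-free | reagent = 25 µM ATP with peptide substrate | dosing = one dose of 10 µM per compound | schedule = 60 min reaction, RT | detection = luminescent ADP-Glo measurement of ADP formed | control set = DMSO neutral wells and GW8510 at 20 µM as positive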
IEC-6 tox: kills IEC-6 intestinal cells in KLF5 counter-screen | AID 1825 | hit rate 0.78% among 290,000 | IEC-6 cytotoxicity, luminescence viability | inhibition, % at 5 µM; in the data active = inhibition above about 22%;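 note: 0% = plate median of test compound wells and 100% = cytotoxic reference compound wells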
KLF5 inhibitor: inhibitors of KLF5 expression; DLD-1 KLF5 promoter-luciferase reporter, luminescence; inhibition, % at 5 µM; hit rate 0.23% among 290,000; AID 1700;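 active = inhibition above a per-plate limit of that plate's mean compound inhibition plus 3 SD, cut at about 60% in these data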;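 note: 0% = DMSO wells and 100% = LY294002 at 200 µM; higher means less KLF5 promoter-driven luciferase light; inactives centre near -14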
HSP90 inh: HSP90 refolding inhibition in rabbit reticulocyte lysate. inhibition, % at 5.6 µM. AID 1789. luciferase refolding luminescence, 3 h. hit rate 0.91% among 290,000;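 active = inhibition above the screen-wide mean plus 3 SD, computed separately per campaign, cut at about 16% in these data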;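 note: 0% = DMSO wells and 100% = 60 µM geldanamycin wells; inhibitors lower the luminescence because luciferase stays unfolded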
HSF1 activator: increases HSF-1 driven luciferase reporter signal. NIH3T3-HGL HSF-1 luciferase reporter, MG132, 8 h; 100% = twice DMSO control signal. activation, % at 9 µM. hit rate 1.7% among 300,000. AID 504408;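 active = mean replicate activation of at least 50% with a set share of replicates each reaching 50%; inconclusive = only one of those two conditions met; inactive = mean below 50% and too few replicates reaching it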;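 note: 0% = median of the neutral control wells and 100% = twice that signal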
HSF1 inh: HSF1 inhibition. hit rate 0.77% among 300,000. activity change, negative = inhibition, % at 7.5 µM (by protocol). NIH3T3-HGL HSE-luciferase, MG132-induced, luminescence 8 h; active compounds read low. AID 2098;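 active = more than half of replicate wells show activity change below -50%, luminescence cut by over half; inconclusive = some wells, but at most half, below -50%; inactive = no replicate well below -50%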;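 note: luciferase reports HSF-1 transcriptional activity via heat shock element; 0% = median of DMSO wells and -100% = zero luminescence signal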
Numbers without * were called inactive; ? = inconclusive; nt = no result given. Some of the compounds tested, so the mix of outcomes need not match the whole.

| compound | Platelet DG rel | aSyn 5UTR inh | GSK3A inh | Dyrk1A ADPGlo | GSK3beta inhib | IEC-6 tox | KLF5 inhibitor | HSP90 inh | HSF1 activator | HSF1 inh |
| --- | --- | --- | --- | --- | --- | --- | --- | --- | --- | --- |
| COc1cc(OC)cc(-c2nnc(SCC(=O)N(C(C)C)C(C)C)o2)c1 | -5 | -3 | -3 | -3 | -1 | 2 | -44 | 3 | 5 | -5 |
| COc1ccc(CCC(C)N(C)Cc2ccccc2)cc1 (stereo unspecified) | -10 | 5 | 1 | nt | -5 | -1 | -29 | -5 | 8 | 0 |
| Cc1occc1C(=O)Nc1ccc2c(c1)OCO2 | 25 | -144 | 3 | 9 | -1 | 7 | -99 | 2 | 21 | 13 |
| O=C(NCc1ccccc1)c1ccc(C2SCC(=O)N2Cc2ccccc2)cc1 (stereo unspecified) | -10 | 9 | -1 | 8 | 5 | -3 | -2 | 0 | 7 | -2 |
| CN(C)c1cc[n+](CC(=O)c2ccc(OC(F)F)cc2)cc1 | 2 | 7 | 1 | -8 | 0 | -3 | -16 | 6 | -12 | -3 |
| COC(=O)c1ccc(NC(=O)COc2ccccc2OC)cc1 | 20 | -44 | -2 | 10 | 0 | 5 | -7 | 2 | 12 | 0 |
| COc1ccc(CNC(=O)CN(C(=O)CCC(=O)Nc2nccs2)c2ccc3c(c2)OCO3)cc1 | 16 | 19 | 3 | 0 | 1 | 0 | -8 | 1 | -2 | 4 |
| Cc1cc(C)cc(OCC(=O)Nc2cc(C)on2)c1 | -1 | -18 | -8 | -7 | -1 | -1 | 2 | 1 | -5 | 5 |
| CCOc1ccc(S(=O)(=O)N2CCCC(C(=O)NCc3ccccn3)C2)cc1 (stereo unspecified) | 17 | 30 | -3 | -1 | 5 | -1 | -6 | -4 | -29 | -7 |
| Cc1ccc(C(=O)Nc2cccc(-c3cn4ccccc4n3)c2)cc1 | 2 | -46 | 0 | -5 | 6 | -1 | -61 | -3 | 11 | 9 |
| O=C(O)c1nc2nc(Cl)c(Cl)nc2[nH]1 | -10 | 13 | 1 | 3 | -1 | 3 | 10 | 3 | -6 | -8 |
| Clc1ccc(COn2c(-c3ccccc3)nc3ccccc32)cc1 | 0 | 3 | -3 | 1 | 1 | 2 | -26 | -1 | 16 | 6 |
| CCCCCCCCCCCC(=O)NC1CCS(=O)(=O)C1 (stereo unspecified) | 1 | 13 | -4 | nt | 1 | 1 | -24 | 0 | 0 | -2 |
| CCCCC(c1nnnn1Cc1ccco1)N1CCN(c2nc3ccccc3s2)CC1 (stereo unspecified) | 6 | 25 | -1 | 2 | 3 | 3 | 0 | 2 | 4 | 4 |
| COc1ccc(CCNc2oc(Cc3ccccc3)nc2C#N)cc1OC | -1 | 18 | -1 | 7 | -5 | 3 | 0 | 6 | -7 | 8 |
| O=C(Nc1ccc(C(F)(F)F)cn1)Nc1cccs1 | -11 | -76 | 0 | 5 | 3 | 4 | -23 | 0 | 38 | 24 |
| O=C(COC(=O)/C=C/c1ccccc1)NCC1CCCO1 (stereo unspecified) | 0 | -4 | 0 | 3 | 1 | -1 | 10 | 0 | 2 | -4 |
| Cc1cnc(CN(C)Cc2c(C(=O)N3CCCCCCC3)nc3ccc(Cl)cn23)[nH]1 | 8 | -6 | -1 | -6 | 5 | -7 | -23 | -3 | 4 | 5 |
| O=C(Nc1ccccn1)C1CCN(C(=O)Nc2ccccc2)CC1 | 0 | 15 | 2 | 6 | -2 | nt | nt | nt | 6 | -2 |
| O=C(CCC(=O)N1CCSc2ccccc21)Nc1cccc(F)c1 | -1 | -13 | -3 | 2 | 2 | -4 | -12 | 6 | 13 | 2 |
| ON=Cc1cccn1-c1ccccc1 | 4 | 3 | 0 | 5 | 2 | 1 | -42 | 4 | -2 | -1 |
| O=C(COC(=O)CNC(=O)c1ccccc1F)NCC(F)(F)F | 2 | -6 | -2 | -1 | 5 | 2 | 0 | 2 | 3 | -7 |
| COc1cccc(OC)c1C(=O)Nc1ccc([N+](=O)[O-])cn1 | -3 | 1 | -2 | 0 | 4 | -9 | -6 | -3 | -11 | -3 |
| COc1cc(CN2CCCCCC2)cc(OC)c1OC | -3 | 3 | -2 | 8 | 2 | -3 | -3 | -2 | 10 | 1 |
| O=C(Cc1ccc(F)cc1)Nc1nc(-c2ccc(F)cc2)cs1 | 7 | 6 | -1 | -2 | -3 | -3 | -30 | -3 | 0 | 4 |
| COC(=O)c1cc(NC(C)=O)ccc1N1CCOCC1 | 7 | 18 | 3 | -1 | 0 | 0 | -26 | 1 | -5 | 4 |
| COc1cccc(CNC(=O)CCC2CCCN(C(=O)CCC(F)(F)F)C2)c1 (stereo unspecified) | -3 | 7 | -1 | -3 | -3 | -1 | -13 | -1 | 2 | -6 |
| COc1cc(CNCc2cccs2)ccc1OCC(N)=O | 7 | -20 | -2 | 2 | 0 | 8 | -32 | 1 | -10 | -9 |
| Cn1cnc2cc(NCc3cccs3)ccc21 | 7 | -57 | -2 | nt | nt | 3 | -93 | 0 | 18 | 14 |
| O=C(NCc1ccco1)c1ccc(Cn2c(=O)c3sccc3n(Cc3cccc(F)c3)c2=O)cc1 | 11 | 36 | -3 | 7 | 4 | 6 | 17 | 5 | 18 | 13 |
| CC(C)OP(=O)(c1ccc(N(C)C)cc1)C(Nc1ccccc1)c1ccccc1 (stereo unspecified) | -18 | -19 | -2 | -20 | -12 | 3 | -12 | 7 | 16 | 7 |
| CCC/C(O)=C1\C(=O)CC(C)(C)CC1=Nc1ccccc1O | -14 | -5 | -1 | -2 | -1 | -3 | -22 | 1 | 17 | 3 |
| CCCC[C@H]1COCCS(=O)(=O)N1Cc1cccc(Cl)c1 | -3 | 9 | -1 | -5 | 0 | -3 | -7 | 2 | 1 | 2 |
| Cc1cc(C(=O)CSc2nc3ccccc3[nH]2)c(C)n1Cc1ccco1 | 2 | -20 | 0 | 5 | -1 | 2 | -211 | 10 | 13 | 12 |
| COc1cc(/C=N/N2CCN(Cc3ccccc3)CC2)cc(OC)c1OC(C)=O | 0 | -1 | -4 | 8 | 2 | 1 | -24 | 0 | -56 | -43 |
| COC(=O)c1ccccc1NC(=O)CSc1nncn1C | -7 | 8 | -2 | -2 | -2 | 3 | -6 | -2 | 8 | -3 |
| CC(C)Oc1ccc(C(=O)O)cc1 | 4 | -23 | 1 | 2 | -4 | -2 | -22 | 3 | -91 | -89* |
| CCCCN(C1CCS(=O)(=O)C1)S(=O)(=O)c1cccs1 (stereo unspecified) | -3 | 1 | 7 | 6 | 1 | nt | nt | nt | 5 | -2 |
| O=C(COC(=O)c1ccc(O)cc1)Nc1ccc2[nH]c(=O)[nH]c2c1 | 1 | 8 | 1 | 2 | 0 | nt | nt | nt | 5 | -5 |
| CCCCNC(=O)Cc1c(O)c2ccccc2[nH]c1=O | 0 | -6 | -1 | 6 | 3 | 3 | -58 | -3 | -3 | 0 |
| O=C(COC(=O)Cc1c[nH]c2ccccc12)NC1CCCCC1 | 2 | -9 | -4 | -4 | 0 | 0 | 0 | 4 | 15 | 1 |
| CCCCN1C(C(=O)Nc2cc(C)on2)=C(O)c2ccccc2S1(=O)=O | -4 | 18 | 2 | 3 | 4 | -3 | -8 | 2 | -6 | -6 |
| CCCNCC1COc2ccccc2O1 (stereo unspecified) | -3 | 0 | 6 | nt | -52* | -7 | -31 | -5 | 5 | -1 |
| CCN(CC)S(=O)(=O)c1cccc(-c2n[nH]c(=S)n2C(C)COC)c1 (stereo unspecified) | 1 | -16 | -1 | nt | -4 | -1 | 8 | -2 | 7 | -6 |
| COc1ccc(CCNC(=O)/C=C/c2ccco2)cc1OC | -3 | -5 | 2 | -1 | -1 | -3 | -50 | -1 | 17 | 14 |
| CC(C)NC(=O)c1onc(CSc2ccc(C(C)C)cc2)c1C(=O)O | -3 | 19 | -6 | 8 | 5 | -3 | -3 | -8 | -4 | 11 |
| CCOC(=O)N1CCN(C(=O)c2cc3cc(OC)c(OC)cc3[nH]2)CC1 | 0 | 5 | 0 | -7 | 0 | 4 | -10 | 4 | -15 | -6 |
| CC(C)(C)c1ccc(OCC(=O)Nc2ccncc2)cc1 | -5 | -5 | 1 | -3 | -4 | 4 | -31 | -3 | -3 | 0 |
| CN(C)S(=O)(=O)N(CC(=O)NCc1ccccc1)c1ccccc1 | 5 | 8 | -3 | -4 | -3 | -5 | -1 | 0 | -4 | -4 |
| COc1cc(C(=O)Nc2ccc3c(c2)OCO3)ccc1-n1cnnn1 | 7 | 27 | 0 | -6 | -3 | 9 | -3 | 2 | 4 | -5 |
| Cn1cc(CN2CCCC(C(=O)c3cc(F)ccc3F)C2)c2ccccc21 (stereo unspecified) | 3 | 6 | 2 | -1 | 0 | 10 | -25 | 1 | 1 | 2 |
| Cc1ccccc1-n1nc2c(c1NC(=O)C(C)C)CS(=O)(=O)C2 | 4 | 2 | 0 | -2 | 0 | 5 | -11 | 3 | -12 | -2 |
| CC(=O)Nc1ccc(N2C(=O)c3cccc4c(O)ccc(c34)C2=O)cc1 | 2 | -17 | 0 | -4 | -3 | -11 | 7 | -1 | -35 | -19 |
| CC(C)c1ccc2[nH]c3c(c2c1)CCC/C3=N\NC(=O)c1ccncc1 | -6 | 11 | -1 | 7 | 0 | -2 | -14 | -4 | 3 | 3 |
| CCSc1nnc(NC(=O)c2nc3nc(C)cc(C)n3n2)s1 | 6 | 1 | -2 | -10 | 4 | 1 | -20 | 3 | 34 | 4 |
| COC(=O)CC1C(=O)NCCN1C(=O)CSc1nc2ccccc2c(=O)n1CC(C)C (stereo unspecified) | -13 | 12 | 6 | 10 | 1 | 0 | -4 | 1 | 5 | -5 |
| CCCCCCNC(=O)Cc1ccc(Br)cc1 | 0 | -17 | -3 | -1 | -2 | 2 | -7 | -4 | 24 | 5 |
| CCCN1C(=O)/C(=C\c2ccncc2)SC1=Nc1ccccc1 | 1 | 16 | 1 | nt | 0 | 1 | -6 | 4 | -25 | ? |
| O=C(c1ccc(S(=O)(=O)N2CCOCC2)cc1)N1CCN(C2=NS(=O)(=O)c3ccccc32)CC1 | -17 | 1 | 1 | 9 | 0 | 1 | -2 | 3 | 41 | 8 |
| O=C(c1cc(=O)c2ccccc2o1)N1CCN(c2cccc(Cl)c2)CC1 | 9 | 30 | -1 | 2 | 0 | -1 | 5 | 5 | 1 | 2 |
| COc1ccccc1C/C(N)=N/OC(=O)COc1ccc(C)cc1C | 11 | -1 | -1 | 7 | -2 | 3 | -13 | -1 | -4 | 0 |
| CCOc1ccc(N2CC(C(=O)Nc3ccc(S(=O)(=O)Nc4nccs4)cc3)CC2=O)cc1 (stereo unspecified) | 2 | 20 | -3 | -1 | 1 | 4 | -16 | -1 | -13 | -5 |
| COCCNC(=O)COc1ccccc1C | -9 | -4 | -5 | -5 | 0 | -8 | -40 | -2 | 39 | 8 |
